aSyn UTR inh: MLPCN primary screen, SNCA 5' untranslated region. alpha-synuclein 5'UTR reporter, inhibitor activity. inhibition, % (tested at 7.5 µM). 300,000 compounds, 0.82% hits. AID 1813, 2009; in the data active = inhibition above about 60%; inconclusive = no clear call, values can overlap the other calls;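 note: H4 neuroglioblastoma cells stably carrying SNCA 5'UTR luciferase fusion; 0% = DMSO wells and 100% = positive control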
HSF1 inhib: HSF1 inhibitors in luciferase reporter cells, primary screen, cell-based, NIH3T3, luminescence | NIH3T3-HGL HSE-luciferase, MG132-induced, luminescence 8 h; stronger effect = lower value | activity change, negative = inhibition, % at 7.5 µM (by protocol) | 300,000 compounds, 0.77% hits;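 active = more than half of replicate wells show activity change below -50%, luminescence cut by over half; inconclusive = some wells, but at most half, below -50%; inactive = no replicate well below -50%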;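 note: luciferase reports HSF-1 transcriptional activity via heat shock element; 0% = median of DMSO wells and -100% = zero luminescence signal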
HIF act: HIF pathway transcriptional activators, primary screen, cell-based, U2OS HRE-luciferase, luminescence | U2OS HRE-luciferase reporter; normalized: DMSO 0%, desferrioxamine 100% | activation, % at 7.5 µM (by protocol) | 300,000 compounds, 0.32% hits;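 active = mean activation of at least 10% of the iron chelator positive control signal, with at least half of replicates also reaching 10%; inconclusive = mean and replicate majority disagree about reaching 10%; inactive = mean and most replicates under 10%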
IEC-6 tox: cytotoxicity in IEC-6 intestinal epithelial cells, primary screen, cytotoxicity control for KLF5 inhibitor project, cell-based, luminescence; IEC-6 cytotoxicity, luminescence viability; inhibition, % at 5 µM; 290,000 compounds, 0.78% hits; in the data active = inhibition above about 22%;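 note: 0% = plate median of test compound wells and 100% = cytotoxic reference compound wells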
HSP90 refold inh: HSP90 inhibitors, primary screen, cell lysate, luminescence; Heat shock protein HSP 90 (rabbit reticulocyte lysate; luciferase refolding); Rabbit reticulocyte lysate, luciferase refolding luminescence, 3 h; inhibition, % at 5.6 µM; 290,000 compounds, 0.91% hits; AID 1789, 2009;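 active = inhibition above the screen-wide mean plus 3 SD, computed separately per campaign, cut at about 16% in these data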;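 note: 0% = DMSO wells and 100% = 60 µM geldanamycin wells; inhibitors lower the luminescence because luciferase stays unfolded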
HSF1 activator: HSF-1 activators, primary screen, NIH3T3-HGL cells, MG132 stress, luminescence, single point. NIH3T3-HGL HSF-1 luciferase reporter, 8 h; 100% = twice DMSO control signal. activation, % at 9 µM. 300,000 compounds, 1.7% hits. AID 504408, 2011;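 active = mean replicate activation of at least 50% with a set share of replicates each reaching 50%; inconclusive = only one of those two conditions met; inactive = mean below 50% and too few replicates reaching it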;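 note: 0% = median of the neutral control wells and 100% = twice that signal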
Platelet DG rel: inhibitors of platelet dense granule secretion, primary screen, cell-based, MLPCN, human platelets. inhibition, %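 (compounds screened at 7.5 µM in platelet-rich plasma)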. 300,000 compounds, 0.22% hits. AID 1663, 2009. human platelet-rich plasma, SFLLRN dense granule ATP release, luminescence;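 active = mean replicate score, as percent of positive control, at or above 50; inconclusive = mean below 50 but at least one replicate at or above 50; inactive = mean and every replicate below 50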
KLF5 inh: KLF5 expression inhibitors, primary screen, DLD-1 cells, luminescence; DLD-1 KLF5 promoter-luciferase reporter; inhibition, % at 5 µM; 290,000 compounds, 0.23% hits;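 active = inhibition above a per-plate limit of that plate's mean compound inhibition plus 3 SD, cut at about 60% in these data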;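 note: 0% = DMSO wells and 100% = LY294002 at 200 µM; higher means less KLF5 promoter-driven luciferase light; inactives centre near -14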
AI-2 QS mod: Vibrio harveyi AI-2 quorum sensing modulators, primary screen, JMH597 strain, luminescence/OD600 ratio; AID 2094, 2009; 300,000 compounds, 0.4% hits; Vibrio harveyi JMH597 AI-2 luminescence/OD600 ratio, 9 h; stronger effect = lower value; strain lacks LuxN and CqsS sensors; 0 = neutral-control median; activity change, % at 7.5 µM; in the data active = activity change below about -75%, passing the limit was not always enough; inconclusive = no clear call, values can overlap the other calls;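 note: luminescence divided by OD600 gain over 9 h not by final OD600 alone; inactives centre near 13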
SKKanGAS inh: S. pyogenes SKKanGAS growth inhibitors in kanamycin, primary screen, streptokinase expression inhibitor project, SKKanGAS strain, BacTiter-Glo luminescence | 6 h | inhibition, % at 7.5 µM | 300,000 compounds, 1.3% hits | AID 1662, 2009;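 active = mean replicate score, as percent of positive control median, at least 50; inconclusive = mean below 50 but one replicate at or above 50; inactive = mean and every replicate below 50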;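 note: strain carries kanamycin resistance gene driven by streptokinase promoter and grows in 40 µg/ml kanamycin; loss of luminescence reflects streptokinase promoter inhibition or plain growth inhibition; 0% = median of DMSO wells and 100% = positive control at its reference dose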
* hit, by the source's call; ? = inconclusive; / = no result given. Rows are unselected, and some 6% of all compounds hit somewhere here.

SMILES	aSyn UTR inh	HSF1 inhib	HIF act	IEC-6 tox	HSP90 refold inh	HSF1 activator	Platelet DG rel	KLF5 inh	AI-2 QS mod	SKKanGAS inh
CSc1sc(C(=O)NNC(C)=O)c2c1C1(CCC2)SCCS1	26.0	6.1	0.1	-0.9	0.5	9.8	-0.8	-2.9	27.7	-8.6
COC(=O)c1c(NC(=O)Cn2cc([N+](=O)[O-])cn2)sc2c1CCC2	0.1	-3.6	0.0	-6.9	-3.3	3.5	-0.8	-34.5	-1.2	-2.4
CCOC(=O)NC(=S)Nc1cccc(NC(=S)NC(=O)OCC)c1	20.3	-0.5	-0.2	2.0	-1.2	1.3	4.8	-15.1	10.0	0.0
O=C(CSc1nnc(-c2ccc(OC(F)F)cc2)o1)NCc1cccs1	-28.9	-4.9	0.5	1.9	2.8	-1.8	-9.6	-11.0	33.2	-11.1
COC(=O)CNC(c1ccccc1)c1cc(Br)ccc1NS(=O)(=O)c1ccccc1 (centres undefined)	12.1	-1.2	-0.3	-0.2	3.6	4.6	-1.1	-16.9	18.5	30.2
O=C(N1CCCCCC1)N1CCN(C(=O)N2CCOCC2)CC1	0.5	-11.0	-0.8	-0.5	-1.2	-11.4	6.8	-17.7	12.1	-1.1
COc1ccccc1C(=O)NCc1ccc2c(c1)OCO2	1.4	2.6	0.3	-0.6	-2.6	2.0	1.7	-4.8	20.6	-1.9
CC(=O)Nc1ccc(NC(=O)CC2CCCC2)cc1	-8.4	-4.9	0.4	-0.5	-4.0	1.2	3.0	-13.4	/	-0.9
O=C(CSc1ncn[nH]1)N1CCCCC1	0.3	-7.1	-0.5	2.4	2.9	-7.3	2.5	-28.2	10.3	1.5
Cc1nc2ccc(NC(=S)NC3CCCCC3)cc2nc1C	-172.5	38.2	7.6	-2.6	-1.4	?	8.1	-66.3	23.8	1.0
COc1cccc(C2C3=C(N=c4s/c(=C\c5ccc(OCC(=O)O)cc5)c(=O)n42)c2ccccc2CC3)c1 (centres undefined)	2.1	-0.9	0.3	-0.2	-3.5	-4.2	13.4	-3.0	25.2	101.6*
CCOC(=O)c1c(CC(C)C)csc1NC(C)=O	-19.3	-7.4	0.1	2.9	3.3	-23.2	10.4	9.8	18.8	0.8
O=C(CN(Cc1ccccc1)S(=O)(=O)c1ccccc1)N/N=C/c1ccccc1[N+](=O)[O-]	25.2	3.5	-0.1	0.4	0.9	1.3	7.6	-5.9	16.4	1.6
COc1ccccc1NC(=O)Cc1noc(CSc2nnc(C)n2C)n1	13.6	0.7	-0.7	4.2	3.2	-13.8	-0.3	-9.8	22.7	-2.9
CS(=O)(=O)N1CCN(c2ccc(NC(=O)COc3ccccc3)cc2)CC1	4.7	3.1	0.5	-4.7	0.5	4.5	-0.3	-9.8	25.9	-0.6
NC1=NC(=O)/C(=C/c2ccccc2OS(=O)(=O)c2ccc3ccccc3c2)S1	-10.1	15.2	-0.2	-8.4	-1.4	12.7	-5.3	-11.9	20.1	3.3
CCc1c(C)c2ccc(OCC(=O)NCC3CCC(C(=O)O)CC3)c(C)c2oc1=O (centres undefined)	4.1	5.5	-0.5	-3.0	-2.0	-7.9	15.5	-21.7	12.4	12.5
COc1cccc(OCc2cc(C(=O)N(C)CCC3CCCCO3)no2)c1 (centres undefined)	-37.9	49.2	2.6	0.0	3.6	?	-13.9	-30.1	43.6	-16.4
Cc1cc(C)cc(C(=O)NCC(=O)OC(C)C(=O)N(C)c2ccccc2)c1 (centres undefined)	-12.1	0.4	-0.4	-1.8	-1.6	-2.6	-1.2	-18.2	1.8	0.5
COCCN1C(=O)c2ccccc2C(C(=O)NCCCN2CCCC2)C1c1c[nH]c2ccccc12 (centres undefined)	-15.2	-3.5	-0.9	9.1	7.5	-3.1	-1.6	-25.3	7.3	0.3
CCOc1ccccc1C(=O)N1CCN(c2ccc(C(F)(F)F)cn2)CC1	26.2	-9.5	0.0	10.8	2.4	-5.1	-5.5	-13.4	4.1	3.1
Cc1ccc(C(=O)N2CCCC(Nc3ccc(F)c(F)c3)C2)cn1 (centres undefined)	9.7	2.4	-0.1	-6.9	1.3	9.3	5.4	-62.9	17.0	4.5
CC12CCC(C(=O)Nc3cccc4ccccc34)(C1Br)C2(C)C (centres undefined)	4.8	5.1	0.2	-0.3	-2.3	21.8	-1.1	-13.6	17.2	0.1
O=C1N=C(N2CCOCC2)S/C1=C\c1cccnc1	-4.5	-2.8	0.1	0.2	-1.8	31.9	1.4	-14.9	10.4	-6.7
CCc1nnc(NC(=O)c2cc(S(=O)(=O)N3CCOCC3)ccc2N2CCCCC2)s1	9.2	-7.0	-0.6	4.0	-0.7	-16.4	26.2	-14.2	24.9	-1.7
C=CCSC1=N/C(=C\c2ccc(C(=O)O)cc2)C(=O)S1	-1.5	-8.3	-0.4	1.2	-3.3	-2.6	-9.0	-19.0	3.8	-3.5
COc1ccc(CCNC(=O)/C=C/c2ccco2)cc1	-28.9	-2.7	0.2	-1.3	4.8	9.2	-4.8	-8.9	/	1.0
O=C(COC(=O)c1cc(=O)[nH]c2ccccc12)Nc1cccc(S(=O)(=O)N2CCOCC2)c1	9.9	-8.4	-0.3	6.1	2.7	-6.5	-1.3	-30.7	28.2	-1.1
COc1ccc(-c2ccc(NS(=O)(=O)c3cccc([N+](=O)[O-])c3)cc2)nn1	-5.8	-1.2	1.4	-3.2	2.7	-3.1	8.8	-24.7	43.0	6.4
O=[N+]([O-])c1ccc(/C=N/Nc2ccc3ccccc3c2)o1	-104.0	0.1	0.8	14.1	-3.7	7.0	-0.9	-20.6	33.3	18.9
O=C(CN(Cc1ccco1)C(=O)c1ccc(Cl)cc1)Nc1c(Cl)cc(Cl)cc1Cl	5.0	12.0	-0.2	-4.7	-0.1	8.6	-4.0	-9.2	16.4	-2.1
COc1ccc(OC)c(/C=N/N(CCC#N)C2=NS(=O)(=O)c3ccccc32)c1	5.9	-8.2	-0.8	-5.4	0.3	-25.2	-0.6	13.5	-3.0	6.7
COc1cc(CCC(=O)Nc2nccs2)cc(OC)c1OC	-1.4	-3.4	-3.8	-1.5	-2.0	0.9	2.3	-50.9	20.7	-0.1
CCSc1nnc2c(n1)OC(c1ccc(C(=O)O)cc1)N(C(C)=O)c1ccccc1-2 (centres undefined)	15.3	-1.9	-0.1	11.0	-1.4	16.8	4.7	-13.4	11.2	-6.5
CC(C)C(=O)Nc1ccc2c3c(cccc13)CC2	12.7	/	/	-5.1	-2.7	/	3.7	-33.0	16.5	-4.7
COc1ccccc1NS(=O)(=O)c1ccc(C(N)=O)cc1	-31.4	-15.6	0.4	0.9	5.2	-9.6	-2.0	-17.9	18.4	1.4
CC(c1n[nH]c(=S)n1-c1ccc(Cl)cc1)N(C)C (centres undefined)	14.1	0.1	-0.8	-4.6	-2.9	-0.8	15.2	-11.1	8.6	-5.4
CC(C)(C)c1ccc(-n2ncc3c2CCCC3NC(=O)CN2CCCC2=O)cc1 (centres undefined)	-1.1	-5.4	0.4	-3.0	-1.5	-5.0	-5.9	-20.0	11.6	40.6
Cc1ccc(N=Cc2sc(O)c3ccccc23)c(C)c1	-189.7	11.7	-0.4	0.3	6.1	16.7	-1.4	-14.7	3.6	-8.4
COc1cc(CN(C)Cc2cccc3ccccc23)cc([N+](=O)[O-])c1O	15.6	-1.9	0.0	-0.8	2.3	-15.2	5.9	-12.3	-0.2	3.4
CCn1c(O)c(/C=N/NC(=O)c2ccncc2)c(=O)n(CC)c1=S	-1.1	2.9	0.0	2.8	3.7	33.9	-1.2	-17.1	6.6	0.0
C[C@@H]1CCC(=O)N(C[C@@H](C)CSc2ccccc2)CC1	1.6	3.4	0.8	-7.9	-1.7	-0.3	7.0	-25.8	1.7	5.7
Cc1ccc(S(=O)(=O)N(C)C)cc1NC(=O)COC(=O)Cc1n[nH]c(=O)c2ccccc12	10.8	-5.7	-0.1	-0.5	0.9	2.5	-10.2	-41.9	26.8	1.3
OC[C@H]1OC(O)[C@@H](O)[C@@H](O)[C@@H]1O (some centres undefined)	2.2	-28.0	-0.1	/	/	-40.8	13.9	/	3.6	-4.8
O=C(COc1ccc(Cl)cc1)Nc1cc(S(=O)(=O)N2CCCCC2)ccc1N1CCCCC1	39.4	-1.3	0.5	1.8	-0.3	2.8	-33.5	3.8	5.0	2.0
COc1ccc(C(=O)CSc2nc(-c3ccccn3)nc(C)c2Cl)cc1	-39.9	11.3	-0.4	-11.0	-6.9	16.3	3.3	-5.2	/	87.6*
C=CCN(c1ccccc1)S(=O)(=O)c1cccc(C(=O)Nc2nnc(SCC)s2)c1	16.0	0.0	0.6	-14.0	-0.8	-0.9	1.7	-25.2	34.8	28.6
O=C(Nc1ccccc1)OCc1ccccn1	-101.7	13.8	2.9	5.8	-1.7	10.5	0.7	-49.6	15.2	-4.6
CC(C)c1ccc(OCC(=O)NC2=NCCS2)cc1	-16.9	32.8	3.0	7.8	2.1	30.4	-0.4	-34.7	12.8	-5.1
COCCN(C(=O)C(C)C)c1nnc(-c2ccc(C)cc2)s1	5.3	11.5	0.7	-5.8	-3.5	21.6	-10.1	4.9	1.9	-1.1
C[C@H](NC(=O)c1nc[nH]c1C(=O)N[C@@H](CCCCNC(=O)OC(C)(C)C)C(=O)OC(C)(C)C)c1ccccc1	18.1	2.8	-1.1	/	/	-0.9	1.5	/	21.1	25.6
CCOc1cc(/C=N/NC(N)=O)cc(Br)c1OCC(=O)Nc1ccccc1C	37.0	-0.2	-23.8	4.0	0.0	11.3	98.5*	-10.9	28.9	0.3
CC1CCCCC1N(C)C1CCN(C(=O)CNC(=O)/C=C/c2cccc(Cl)c2)CC1 (centres undefined)	40.9	-1.6	-0.4	4.7	3.3	-11.6	1.8	-69.7	13.7	-8.3
Cc1ccc(NC(/C=C/N(C)C)=C/C(=O)C(F)(F)F)c(C)c1	19.1	1.0	0.2	1.1	4.6	3.3	-2.2	-21.1	30.0	6.2
CN(c1cccc(Cl)c1)S(=O)(=O)c1cccc(C(=O)Nc2ccc3c(c2)CCC3)c1	4.5	0.5	1.0	1.8	-2.7	18.5	22.0	-14.2	20.2	13.6
O=c1oc(-c2cccs2)nc2scc(-c3cccs3)c12	-3.4	3.8	1.4	-0.1	1.5	5.9	15.9	16.2	1.9	5.2
OC(CC#CCN1CCCCC1)(c1ccccc1)c1ccccc1	-11.2	-6.4	-0.9	0.7	-3.6	-8.5	-7.9	-26.5	1.8	-2.3
O=C(CSC(=S)N1CCCC1)NCCc1ccccc1	2.6	3.3	0.1	/	/	13.9	-1.4	/	17.6	0.9

Assay outcomes (PubChem BioAssay)
